Screening results from PubChem.
AID2073 – inhibitors of Mint1-CaV2.2 protein interaction, biochemical, HTRF (AID 2073). Voltage-dependent N-type calcium channel subunit alpha-1B (Homo sapiens). HTRF protein-protein interaction, Mint1-CaV2.2; higher % means a stronger effect. inhibition, % at 20 µM, or IC50 in µM where a hit was titrated. 290,000 compounds, 0.19% hits; in the data active = inhibition mostly above about 51%, no sharp cut-off; inconclusive = no clear call, values can overlap the other calls; inactive = mostly below about 53%; also: some results filed as inactive read as strong as hits
RSV CPE inhibition – RSV antiviral activity via CPE protection, HEp-2 cells, primary 10 µM value included (AID 2391); HEp-2 cells, RSV-induced CPE inhibition; higher % means a stronger effect; one-dose CPE inhibition, % at 10 µM; IC50 in µM for titrated hits; 310,000 compounds, 0.13% hits; in the data active = a potency from the dose series; inconclusive = CPE inhibition mostly from about 23% at the one dose, without a potency; inactive = the rest, 99 in 100 with CPE inhibition below about 21%; also: strong numbers were not always called active
HIV fusion peptide – inhibitors of HIV fusion peptide binding, primary screen, biochemical, uHTS, fluorescence dequenching (AID 1986). cell-free peptide binding, fluorescence dequenching, 30 min; higher % means a stronger effect. inhibition, % at 20 µM; hits with a dose series show IC50 in µM. 290,000 compounds, 0.3% hits; in the data active = inhibition mostly above about 52%, no sharp cut-off; inactive = mostly below about 76%; also: some results filed as inactive read as strong as hits
XIAP antagonists – XIAP antagonists, biochemical, IAP family, fluorescence polarization (AID 1018). XIAP BIR domain, fluorescence polarization peptide displacement; higher % means a stronger effect. displacement, % at 20 µM, or IC50 in µM where a hit was titrated. E3 ubiquitin-protein ligase XIAP (Homo sapiens). 200,000 compounds, 0.007% hits; in the data active = displacement above about 50%; also: a part of the inactive calls stands beside numbers as strong as those of hits
SIAH1 antagonists – Siah-1 peptide-binding antagonists, primary screen, biochemical, fluorescence polarization, rhodamine-plectin, uHTS (AID 1817) | Siah-1 / rhodamine-plectin peptide fluorescence polarization; higher % means a stronger effect | E3 ubiquitin-protein ligase SIAH1 (Homo sapiens) | one-dose displacement, % at 20 µM; IC50 in µM for titrated hits | 290,000 compounds, 0.02% hits;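 active = displacement of at least 50% at 20 µM, with a fluorescence ratio check between 0.3 and a set limit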;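 also: plate controls were Siah plus tracer with DMSO for no effect and tracer alone without Siah for full effect; strong numbers were not always called active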
NS5 inhibitors – Dengue-2 NS5 methyltransferase inhibitors, primary screen, biochemical, confirmation dose response (AID 588689) | Genome polyprotein (Dengue virus type 2 (strain 16681-PDK53)) | Dengue-2 NS5 methyltransferase capping enzyme assay, biochemical; higher % means a stronger effect | inhibition, % at 25 µM; hits with a dose series show IC50 in µM | 340,000 compounds, 0.3% hits; in the data active = a potency from the dose series; inconclusive = inhibition above about 29% without an active follow-up result
LYP inhibition – inhibitors of LYP phosphatase, biochemical, fluorescence intensity, uHTS (AID 1779) | Tyrosine-protein phosphatase non-receptor type 22 (Homo sapiens) | recombinant LYP phosphatase, fluorescence intensity; higher % means a stronger effect | inhibition, % at 11.5 µM; hits with a dose series show IC50 in µM | 290,000 compounds, 0.054% hits; in the data active = inhibition above about 50%;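 also: plate controls were vehicle with enzyme for no effect and no enzyme for full effect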
Rac1 GTP hydrolysis – MgcRacGAP GTPase-activating activity inhibitors, confirmation, biochemical, ADP Hunter fluorescence | MgcRacGAP-stimulated Rac1 GTP hydrolysis, ADP Hunter fluorescence; higher % means a stronger effect; GST-tagged Rac1 F28L mutant substrate | Rac GTPase-activating protein 1 (Homo sapiens) | inhibition, % at 30 µM; hits with a dose series show IC50 in µM | AID 624330, 2012 | 340,000 compounds, 0.6% hits;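 active = first-screen hits whose inhibition reached a set limit at any dose in the follow-up dose series; inconclusive = inhibition above the set first-screen limit but never retested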;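 also: fluorescence reports GDP produced by GAP-driven GTP hydrolysis; strong numbers were not always called active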
SV40 large T antigen – SV40 large T antigen inhibitors, biochemical (AID 1903); SV40 large T antigen ATPase/helicase inhibition assay; higher % means a stronger effect; inhibition, % at 20 µM, or IC50 in µM where a hit was titrated; 310,000 compounds, 0.39% hits; in the data active = a potency from the dose series; inconclusive = inhibition mostly from about 32% at the one dose, without a potency; inactive = the rest, 99 in 100 with inhibition below about 32%; also: strong numbers were not always called active
The depositor's hits bear a star; ? = inconclusive; . = no result given.

SMILES	AID2073	RSV CPE inhibition	HIV fusion peptide	XIAP antagonists	SIAH1 antagonists	NS5 inhibitors	LYP inhibition	Rac1 GTP hydrolysis	SV40 large T antigen
O=C(NC1CCCCC1)N(CCO)Cc1cc2cc3c(cc2[nH]c1=O)OCCO3	8%	-0.6%	-0.7%	-3.1%	-5%	-3%	-6%	7%	17%
CC(=O)c1cnc2c(C(=O)O)cnn2c1C	8%	1.4%	0.8%	-4.0%	2%	-5%	-6%	3%	16%
Cc1nc2cc(C(=O)N3c4ccccc4CC3C)ccc2s1 (stereo not drawn)	1%	-2.0%	-2.1%	-6.6%	4%	-3%	-3%	-6%	19%
CCCCCC(=O)Nc1ccc(C(=O)CN2C(=O)NC3(CCCCCC3)C2=O)cc1	.	-1.0%	.	.	.	5%	.	5%	15%
NS(=O)(=O)c1cccc2c1c([N+](=O)[O-])cc1nc(O)c(O)nc12	.	2.0%	.	.	.	0%	.	1%	12%
COc1cccc(-c2nnn(CC(=O)Nc3ccc(C)cc3C)n2)c1OC	-2%	0.0%	-1.2%	-6.4%	-1%	-13%	-11%	2%	1%
O=C(Nc1ccc(F)cc1)Nc1ccc(N2CCCC2)c(S(=O)(=O)Nc2ccccc2Cl)c1	3%	0.9%	2.4%	-6.4%	-9%	-12%	8%	5%	-1%
COc1cc(C2NC(=O)NC(O)(C(F)(F)F)C2C(C)=O)cc(OC)c1OC (stereo not drawn)	-3%	1.5%	0.3%	-3.0%	-6%	-3%	-8%	-3%	2%
CCc1c(C)c2c(C)[nH]nc2oc1=O	-3%	0.3%	0.6%	-0.5%	0%	2%	-4%	11%	17%
CCC(CC)C(=O)NCc1ccc2c(c1)cc(C)n2C	-1%	1.1%	0.6%	-4.1%	-1%	12%	-8%	12%	1%
COc1cc(C(=O)COC(=O)C2CCN(c3ccc(C(F)(F)F)cn3)CC2)ccc1OC(F)F	.	-1.9%	.	.	.	-4%	.	6%	22%
Nc1ccc2nc(CCCCCCCCc3nc4ccc(N)cc4[nH]3)[nH]c2c1	9%	0.5%	-0.8%	-6.9%	-9%	-9%	-14%	?	19µM*
O=S(=O)(NC1CCCCCCC1)c1cccs1	9%	3.0%	4.4%	-2.6%	-4%	-8%	-10%	8%	6%
CSCCC(NC(=O)c1ccoc1C)C(=O)O (stereo not drawn)	3%	1.0%	2.4%	-6.7%	-3%	-3%	-2%	-11%	3%
COc1ccc(N2CC(C(=O)N[C@@H](C)C(=O)NC3CCCCC3)CC2=O)cc1 (stereo partly drawn)	-7%	2.4%	1.7%	.	12%	-5%	-7%	-20%	10%
Cc1ccc(-n2c(SCc3ccc(C(=O)O)cc3)nnc2-c2ccncc2)cc1	16%	0.8%	-0.1%	.	-2%	-14%	1%	6%	7%
Oc1ccc2ccc3[nH]cnc3c2c1	10%	2.4%	-1.4%	.	-5%	2%	-7%	?	?
CCS(=O)(=O)c1ccc(O)c(NC(=O)Nc2ccc(C(C)(C)C)cc2)c1	9%	8.3%	0.5%	.	10%	8%	5%	12%	20%
Cc1cccc(N2CN=C3SCC(=O)N3C2)c1	3%	4.5%	-1.7%	.	3%	7%	-11%	0%	9%
CCc1ccc(C2=C/C(=C/c3cccnc3)C(=O)O2)cc1	11%	5.4%	3.4%	1.4%	7%	4%	4%	6%	11%
COC1=C/C(=C/c2c(N)n3nc(CC(=O)N4CCCC4)sc3nc2=O)C=CC1=O	3%	-1.7%	8.1%	.	-3%	-92%	-11%	21%	.
COCCn1c(=O)[nH]c2cc(C(=O)N3CCN(c4cccc(C(F)(F)F)c4)CC3)ccc2c1=O	4%	0.2%	0.2%	.	15%	-11%	-1%	5%	3%
CC1CCN(C(=O)Cn2cnc3c(cnn3C(C)(C)C)c2=O)CC1	3%	-0.9%	1.1%	-0.6%	-3%	3%	0%	7%	-2%
O=C(Nc1ccc2c(c1)OCCO2)c1ccc(Cl)c(Cl)c1	25%	3.0%	0.7%	.	0%	-1%	-6%	18%	9%
Cc1ccc(N(CC(=O)NCc2ccco2)C(=O)CNS(=O)(=O)c2ccc(F)cc2)c(C)c1	1%	1.0%	0.7%	.	0%	4%	-6%	-1%	0%
O=C(Nc1ccc(NC(=O)c2ccco2)cc1)c1ccc2c(c1)OCCO2	31%	1.6%	-1.0%	-4.5%	-4%	.	-2%	.	4%
Cc1cc(C(=O)Nc2sc3c(c2C#N)CCC3)no1	-7%	2.6%	12%	0.8%	-5%	3%	-2%	19%	5%
CCOC(=O)Cn1c(=O)c2c(nc3n2CCN3c2ccc(C)cc2)n(C)c1=O	?	.	-3.3%	-2.9%	2%	.	-10%	.	.
Cc1ccccc1C(=O)NC1CCN(C(=O)NC2CCCCC2)CC1	6%	1.6%	1.2%	.	-2%	-3%	5%	2%	8%
O=C(CN1C(=O)c2ccccc2C1=O)N1CCN(C(=O)c2ccco2)CC1	-2%	0.2%	0.2%	-5.1%	4%	-2%	-2%	11%	3%
CCOC(=O)c1c(C)[nH]c(C)c1S(=O)(=O)NC(C)Cc1ccco1 (stereo not drawn)	6%	0.6%	0.1%	.	0%	-5%	-4%	9%	16%
CCOC(=O)N1CCN(C(=O)Cn2ccc3ccccc3c2=O)CC1	-5%	0.1%	0.3%	-1.3%	0%	-1%	-2%	12%	1%
O=C(O)c1ccccc1C(=O)NNc1cccc(Cl)n1	-12%	1.0%	-3.9%	-4.9%	2%	-3%	-9%	11%	2%
CCCCNC(=S)N(CCO)Cc1cc2cc3c(cc2[nH]c1=O)OCCO3	-7%	-0.2%	2.5%	.	0%	0%	-6%	4%	15%
CN(Cc1cccnc1)C(=O)c1ccc2nc(Cc3ccccc3F)oc2c1	4%	18%	-0.1%	.	-2%	-7%	-6%	1%	.
O=C(CC1SC(=Nc2ccccc2)N(CCCCO)C1=O)NCc1ccccc1 (stereo not drawn)	-3%	0.3%	-0.7%	0.1%	2%	3%	-12%	12%	-1%
CC(=Nc1ccccc1)C1=C(O)CCCC1=O	13%	1.0%	-2.9%	-0.4%	10%	-14%	-4%	13%	-2%
CNC(=S)N1CCN=C1Nc1nc(C)cc(C)n1	4%	-2.0%	-1.3%	1.0%	-6%	.	-6%	12%	4%
O=C(/C=C/c1ccccc1)NC(=S)Nc1ccc(N2CCOCC2)c(Cl)c1	-7%	1.0%	0.9%	-8.3%	4%	0%	0%	5%	5%
Cc1ccc(-c2nnc(COC(=O)c3cccs3)o2)cc1	10%	2.2%	-0.4%	.	2%	-3%	-11%	5%	18%
Cc1ccc2c(c1)C1CN(C)CCC1N2C(=S)NC(=O)c1ccc(Cl)cc1Cl (stereo not drawn)	-28%	-1.6%	-0.4%	.	6%	-3%	1%	13%	11%
COc1ccc(S(=O)(=O)Nc2ccccc2-c2nc3ccccc3[nH]c2=O)cc1	2%	0.6%	0.5%	.	0%	-8%	1%	2%	8%
COc1cc2[nH]c(C(=O)N(C)C3CCS(=O)(=O)C3)cc2c(OC)c1OC (stereo not drawn)	1%	1.3%	0.5%	.	-3%	-7%	-12%	9%	4%
O=C(NCC(=O)N(Cc1ccc(F)cc1)C(C(=O)NC1CCCC1)c1ccco1)c1ccco1 (stereo not drawn)	-4%	0.0%	4.4%	-2.9%	-2%	-6%	2%	3%	21%
CCOc1ccc(NC(=O)N(C2CCCC2)C2CCN(C(C)=O)CC2)cc1	5%	1.9%	0.5%	-3.9%	-4%	-7%	-10%	6%	0%
Cn1cc(C(=O)NCc2cccs2)c(=O)c2cc(S(=O)(=O)N3CCCC3)ccc21	-8%	2.0%	0.0%	-5.2%	11%	-6%	-2%	6%	8%
Cc1oc(C(C)(C)C)cc1C(=O)NC1CCN(Cc2ccccc2)CC1	2%	.	1.0%	.	2%	-15%	2%	8%	3%
COc1cccc(-c2nn(-c3ccc(C)cc3)cc2C(=O)N2CCc3cc(OC)c(OC)cc3C2)c1	.	0.6%	.	.	.	-7%	.	2%	5%
Nc1cccc(Oc2ccc([N+](=O)[O-])cc2)c1	50%	-2.2%	-2.0%	-8.0%	1%	2%	-2%	3%	7%
O=C(NCc1ccccc1)C(=O)NCC(c1ccco1)N1CCOCC1 (stereo not drawn)	4%	1.5%	0.0%	-6.7%	10%	1%	-1%	5%	18%
COc1ccc2nc(SCC(=O)NC3CCCC3)c(C)cc2c1	2%	-0.9%	0.4%	.	-4%	-11%	-11%	4%	0%
Cc1ccc(SCc2cc(=O)[nH]c(N3CCOCC3)n2)cc1	4%	3.5%	0.1%	-4.9%	0%	-7%	-1%	1%	6%
CC1CCN(S(=O)(=O)c2ccc3c(c2)N(CC(=O)NCCCN2CCCCC2)C(=O)CS3)CC1	-1%	0.7%	0.6%	.	6%	-5%	-6%	9%	2%
Cc1cc(C)n(C2CC(=O)N(c3ccc(Cl)c(Cl)c3)C2=O)n1 (stereo not drawn)	2%	1.7%	1.0%	.	0%	-1%	2%	4%	9%
COC(=O)Cn1c(CN(C)Cc2ccccc2)nc2c1c(=O)n(C)c(=O)n2C	-5%	0.9%	1.2%	.	2%	-10%	-7%	3%	3%
CN(NC1CC(=O)N(c2ccccc2)C1=O)c1ccccc1 (stereo not drawn)	-13%	0.4%	8.8%	1.0%	-2%	4%	8%	-5%	21%
Clc1ccccc1C(c1ccccc1)(c1ccccc1)n1ccnc1	-6%	2.8%	-1.4%	-4.2%	10%	-3%	6%	9%	12%
CS(=O)(=O)N(Cc1ccc(C(=O)NN=C2CCCCCC2)cc1)c1ccccc1	5%	2.6%	-0.7%	-2.0%	-1%	-3%	1%	3%	5%
CSC1=C(C#N)C(c2ccccc2C)C(C#N)=C(N)N1 (stereo not drawn)	4%	2.2%	-0.7%	-5.0%	4%	-3%	-10%	-2%	12%
CCOC(=O)c1c(-c2ccccc2)n(C)c2ccc(O)cc12	34%	3.1%	-1.6%	-2.8%	0%	3%	-3%	6%	0%
CC(=O)NC(CC(=O)NCCc1ccccc1)c1ccccc1 (stereo not drawn)	8%	0.9%	-0.5%	.	7%	-8%	-10%	6%	18%
